Peg3 promoter = reduces Peg3 promoter-driven luciferase expression in HeLa | inhibition, % at 20 µM | HeLa PEG-Prom luciferase reporter, luminescence, overnight | hit rate 1.7% among 360,000;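 active = inhibition of at least 50% at 20 µM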
hiPSC survival = hiPSC single-cell survival enhancement; survival enhancement, % at 20 µM; AID 602274; hit rate 0.044% among 360,000; ATPlite luminescence; 100% = ROCK inhibitor wells, 0% = DMSO; in the data active = survival enhancement above about 18%;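 note: cells exposed to compounds for 16 hours before the ATP read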
CaV13 ICDI inh = Primary screen for inhibitors of IQ motif and Ca2+-dependent inactivation inhibitor domain binding in CACNA1D, Förster resonance energy transfer in living cells, …. HEK cells, CFP/YFP FRET ICDI-IQ, plate reader, 10 min; percent FRET-ratio fall versus neutral wells. inhibition, % at 12.3 µM. hit rate 0.098% among 340,000;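 active = mean replicate inhibition of at least 30% and at least 1% of replicates passing that level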;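 note: 0% = median of the neutral control wells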
NR2E3 ag-1 = activates human photoreceptor nuclear receptor NR2E3 | Q9Y5X4 | GST-NR2E3/biotin-RetCOR TR-FRET, 1536-well | inhibition of corepressor binding, % at 4.78 µM | hit rate 0.12% among 320,000 | AID 2300;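 active = percent inhibition above the cutoff of mean plus 3 SD of all tested compounds, set per screening campaign, cut at about 20% in these data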;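 note: 0% = DMSO wells and 100% = biotin wells as full block of FRET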
Target sequence (Q9Y5X4 whole entry, looked up): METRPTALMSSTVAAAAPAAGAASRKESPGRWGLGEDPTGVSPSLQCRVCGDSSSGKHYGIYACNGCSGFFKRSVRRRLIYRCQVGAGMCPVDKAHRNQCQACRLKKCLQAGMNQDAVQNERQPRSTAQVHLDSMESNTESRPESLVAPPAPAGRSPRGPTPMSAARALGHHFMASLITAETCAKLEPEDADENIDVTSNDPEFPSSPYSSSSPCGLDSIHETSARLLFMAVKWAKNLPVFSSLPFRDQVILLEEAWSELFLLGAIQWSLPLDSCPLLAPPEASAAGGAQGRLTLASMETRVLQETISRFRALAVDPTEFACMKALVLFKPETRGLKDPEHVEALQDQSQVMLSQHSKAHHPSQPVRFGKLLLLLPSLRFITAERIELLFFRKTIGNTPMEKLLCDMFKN
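Material: NR2E3–RetCOR corepressor complex / Amount: 1.35 nM GST-NR2E3 / Medium: Tris pH 7.5 / Compound: single nominal compound dose of 4.8 µM / Incubation: 5 h at 4 °C / Technique: TR-FRET, Eu(K)-anti-GST donor, streptavidin-D2 acceptor, ex 340, em 617/671 nm / Read-out basis: percent loss of FRET ratio relative to control wells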
NR2E3 ag-2 = activates human NR2E3 receptor; Q9Y5X4; CHO-S Gal4-NCOR/VP16-NR2E3 two-hybrid, luciferase; inhibition of corepressor binding, % at 3.98 µM; hit rate 0.35% among 360,000; AID 602229;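 active = inhibition above the mean of all tested compounds plus 3 SD, cut at about 70% in these data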;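 note: 0% = DMSO with NR2E3 transfected cells and 100% = cells lacking NR2E3 construct; higher means lower luciferase signal from less NR2E3 corepressor binding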
HIF-2a inh = blocks HIF-2a reporter activity. inhibition, % at 18.8 µM. 786-0 RCC cells HIF-2a reporter, luciferase luminescence, overnight. AID 624352. hit rate 0.72% among 360,000;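 active = inhibition of the luminescence signal of 40% or more relative to plate controls, in a single-dose primary screen at 18.75 µM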
TRPM1 prom inh = inhibitors of MITF-driven TRPM1 promoter in melanoma cells; inhibition, % at 12.5 µM; AID 488899; hit rate 0.83% among 330,000; SK-MEL-5 TRPM1 promoter luciferase, 24 h;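 active = mean inhibition across replicates of 60% or more, whatever share of single replicates reaches that level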; note: values of inactives mirror those of a sister screen read the other way
Vif inh = blocks HIV Vif function | HEK293T cells, Vif self-association by quenched fluorescence, imaging, 24 h | hit rate 0.35% among 340,000 | inhibition, % at 7.49 µM; in the data active = inhibition above about 50%, passing the limit was not always enough; note: some results filed as inactive read as strong as hits
aDG glyco act = alpha-DG glycosylation activation. Pro5-aDG cells, alpha-DG glycosylation AlphaScreen (IIH6); 0% Pro5, 100% B10-LARGE cell signal. activation, % at 10 µM. hit rate 0.22% among 360,000. AID 624168;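 active = activation of at least 8% versus controls, or a plate z-score of at least 8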;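 note: Pro5 are CHO cells carrying HIG-tagged alpha-DG that lacks glycosylation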
PDI inh = inhibitors of human protein disulfide isomerase; AID 588391; P07237; PDI insulin aggregation turbidity, A650, 90 min; inhibition, % at 10 µM; hit rate 0.052% among 350,000;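 active = mean inhibition across replicates of 30% or more, whatever share of single replicates reach that level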;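 note: absorbance from insulin aggregation driven by PDI reduction with DTT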
Target sequence (P07237 whole entry, looked up): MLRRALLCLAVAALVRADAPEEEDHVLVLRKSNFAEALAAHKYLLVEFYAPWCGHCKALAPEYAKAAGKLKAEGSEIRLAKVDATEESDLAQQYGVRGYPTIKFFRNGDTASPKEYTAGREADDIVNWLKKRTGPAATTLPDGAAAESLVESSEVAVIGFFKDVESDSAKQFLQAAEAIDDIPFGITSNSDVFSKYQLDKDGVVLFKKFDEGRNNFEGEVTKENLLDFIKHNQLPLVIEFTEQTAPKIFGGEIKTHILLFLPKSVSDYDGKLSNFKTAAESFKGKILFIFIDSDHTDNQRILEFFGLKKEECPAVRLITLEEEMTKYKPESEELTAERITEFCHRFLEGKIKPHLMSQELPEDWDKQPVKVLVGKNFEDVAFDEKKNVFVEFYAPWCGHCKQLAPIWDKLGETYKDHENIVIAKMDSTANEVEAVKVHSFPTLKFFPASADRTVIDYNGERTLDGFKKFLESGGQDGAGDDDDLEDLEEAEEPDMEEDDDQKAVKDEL
Exocytosis inh = blocks lytic granule exocytosis; inhibition, % at 10 µM; AID 651702; hit rate 0.66% among 360,000; TALL-104 LAMP-1 surface exposure, flow cytometry; cells stimulated with thapsigargin and PMA;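 active = inhibition above about 55%, limit read from the data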
* = called active by the depositor; . = not tested or not shown. Rows are unselected. About 3.5% of those tested had a hit in this group.

smiles	Peg3 promoter	hiPSC survival	CaV13 ICDI inh	NR2E3 ag-1	NR2E3 ag-2	HIF-2a inh	TRPM1 prom inh	Vif inh	aDG glyco act	PDI inh	Exocytosis inh
COc1cncc(-c2cnc3sc(NCCc4ccccn4)nn23)c1	37	-1.6	-5	.	6	-2	.	-5	0.7	-2	6
CC1CN(C(=O)COC(=O)c2cnc(Cl)c(Cl)c2)CC(C)O1 (stereo not given)	16	-3.6	-7	.	-14	-7	3	17	0.2	0	-8
COc1ccc(NC(=S)Nc2ccccc2C(F)(F)F)cc1	1	-0.2	2	4	-32	-60	10	-6	-0.3	-8	-2
CCOc1ccc(NC(=O)CN(C)C(=O)c2ccc(OCC(=O)N3CCOCC3)c(OC)c2)cc1OCC	-7	-3.2	-6	.	-9	18	2	7	-0.1	0	5
CC(O)/C=C/c1cccc[n+]1C (stereo not given)	3	1.0	-7	0	-14	-1	-2	4	0.1	7	1
S=C(Nc1ccc(Oc2ccccc2)cc1)N1CCN(c2ccccn2)CC1	9	-1.9	1	-1	27	9	-19	8	-0.1	-12	0
CCc1cccc2sc(NC(=O)c3ccc(N4C(=O)CCC4=O)cc3)nc12	-4	3.8	-9	5	-20	4	1	2	-0.1	.	10
CC1CCCCN1CCCNC(=O)CN1C(=O)c2cccnc2Oc2ccccc21 (stereo not given)	-3	1.1	-6	3	-17	17	-2	-3	0.4	-9	-8
COC(=O)c1ccc(Oc2c(Cl)cccc2[N+](=O)[O-])cc1	5	1.7	-20	-3	12	8	-5	-1	-0.2	-8	7
Cc1ccnc(NC(=O)CCC(=O)c2cccs2)c1	21	-0.6	-15	4	-120	51*	41	0	-0.1	0	7
O=C(Nc1ccc(-n2cccn2)cc1)C1CCCCN1Cc1cccc2cccnc12 (stereo not given)	11	0.1	-5	-1	-36	-10	1	-3	0.0	-6	-3
COc1ccc(-c2cn3ccccc3n2)cc1OC	-244	-4.8	-8	5	-68	-182	-31	0	0.3	-1	-6
C=CCNC(=O)c1oc2ccc(S(=O)(=O)N3CCCCC3)cc2c1C	22	-0.5	-14	-1	-38	1	-33	4	-0.3	6	-4
O=C(c1cccc(S(=O)(=O)Nc2ccc(F)cc2)c1)N1CCCC1	10	-2.6	-2	-2	-12	8	-8	-4	-0.2	6	3
C=CCNC(=O)CN1CCC(O)(c2ccc(F)cc2)CC1	13	2.8	-9	1	-1	13	-16	-4	-0.1	5	-4
COC(=O)[C@]1(CC(C)C)N[C@H](c2ccc(SC3CCCCC3)cc2)[C@@H]2C(=O)N(C)C(=O)[C@@H]21	14	0.9	-5	.	13	12	-3	-10	0.0	0	-14
Cc1ccc(S(=O)(=O)NCc2ccc(C(=O)NCCN(Cc3ccccc3)C(C)C)cc2)cc1	26	-0.1	10	4	-4	9	5	-4	5.4	7	2
C=CCn1c(SCC(=O)Nc2ccc(-c3nc4ccc(C)cc4s3)cc2)nnc1-c1ccccc1	-111	-2.9	-9	-308	-165	-221	20	-3	-0.3	4	-4
Cc1ccc(C(=O)CN2C(=O)NC3(CCOc4ccccc43)C2=O)s1 (stereo not given)	-16	0.8	-6	1	-8	-5	2	-4	-0.2	-3	-2
Cc1cccc(CCN2C(N(C)C)=NC[C@@H]2C)c1	-9	-1.3	-12	1	-13	-1	4	0	-0.1	-3	-6
O=[N+]([O-])c1ccc(Sc2n[nH]c(-c3ccncc3)n2)nc1	1	0.6	-2	2	-24	8	13	21	0.1	-9	1
CC1(Cc2cccc(F)c2)C(=O)Nc2ccc(OC(F)(F)F)cc21 (stereo not given)	-1	0.1	-4	.	-57	9	.	16	0.0	-8	-8
O=P(COCCO)(c1ccccc1)c1ccccc1	9	0.9	-7	-2	-6	16	-12	.	0.1	-3	-1
Cn1nc(C(=O)O)c(=O)n(C)c1=O	-2	-1.3	-8	.	-1	0	-12	11	-0.1	-1	1
CCCS(=O)(=O)N1CCc2ccc(NC(=O)C3CCCO3)cc2C1 (stereo not given)	6	-0.5	-7	2	-3	5	-6	27	-0.1	2	1

A second format for some results above:
canonical_smiles: CC(O)/C=C/c1cccc[n+]1C (stereo not given)
  Peg3 promoter = 3
  hiPSC survival = 1.0
  CaV13 ICDI inh = -7
  NR2E3 ag-1 = 0
  NR2E3 ag-2 = -14
  HIF-2a inh = -1
  TRPM1 prom inh = -2
  Vif inh = 4
  aDG glyco act = 0.1
  PDI inh = 7
  Exocytosis inh = 1

canonical_smiles: C=CCNC(=O)CN1CCC(O)(c2ccc(F)cc2)CC1
  Peg3 promoter = 13
  hiPSC survival = 2.8
  CaV13 ICDI inh = -9
  NR2E3 ag-1 = 1
  NR2E3 ag-2 = -1
  HIF-2a inh = 13
  TRPM1 prom inh = -16
  Vif inh = -4
  aDG glyco act = -0.1
  PDI inh = 5
  Exocytosis inh = -4

(listing goes on)
smiles	Peg3 promoter	hiPSC survival	CaV13 ICDI inh	NR2E3 ag-1	NR2E3 ag-2	HIF-2a inh	TRPM1 prom inh	Vif inh	aDG glyco act	PDI inh	Exocytosis inh
CCN(C(=O)COC(=O)C1CCN(S(=O)(=O)c2ccc(C)c(C)c2)CC1)C1CCS(=O)(=O)C1 (stereo not given)	11	0.2	-7	2	26	1	-1	-9	-0.1	-1	-7
COc1ccc(C(=O)Nc2ccc(S(=O)(=O)N3CCCCC3)cc2)cc1OC	7	-1.0	-4	-4	-1	17	8	-9	-0.2	-7	-2
COc1cccc(/C=C/C(=O)OCC(=O)NCCC2=CCCCC2)c1OC	-6	-0.2	-3	.	3	-10	0	-5	-0.1	-4	-1
O=C(CNC(=O)c1cccs1)N/N=C/c1ccccc1[N+](=O)[O-]	-216	-0.5	-5	0	-41	-91	-71	28	-0.1	27	1
O=C(CN1CCCCCC1)Nc1cccc2c1OCO2	-6	0.3	-11	2	-11	3	-3	5	-0.2	-2	-1
COc1ccc(/C=N/NC(=O)CSCC(=O)Nc2ccccc2)cc1OC	7	1.6	-9	2	-8	-2	4	-2	0.0	2	-1
COc1ccc(NC(=O)COc2ccc3oc(=O)cc(C)c3c2)cc1	-20	0.5	-4	0	11	-39	-16	2	-0.1	-4	2
CCCCNC(=O)c1onc(CSc2ccncc2)c1C(=O)NCCCC	-62	2.9	-12	-2	-24	23	4	-2	0.5	-2	-2
O=C(CCN1C(=O)c2ccccc2S1(=O)=O)Nc1ccccc1	-1	0.5	-4	-3	-14	17	-10	3	-0.1	5	-3
COCCOC(=O)/C(=C\c1cc(C(C)(C)C)c(O)c(C(C)(C)C)c1)C(C)=O	5	1.6	-6	-5	-15	21	-7	9	0.1	-1	24
Cc1ccc(C)n1C1CCS(=O)(=O)C1 (stereo not given)	-9	-0.3	.	1	9	7	8	-20	-0.2	-4	3
COc1ccc2c(c1)[nH]c1c(=O)n(/N=C/C3C(C)C=C(C)CC3C)c(=O)[nH]c12 (stereo not given)	58*	-0.5	-11	2	-11	12	12	3	0.1	-2	-5
Cc1sc2c(c1C)CN(CCN1CCOCC1)CN2C(=O)c1ccccc1	10	-0.8	-5	2	-1	-47	-1	-3	0.0	4	0
Fc1ccc(CNC(=S)NC2CCCCCC2)cc1	-25	-0.7	-1	-2	14	-52	-2	-13	0.5	6	-1
NS(=O)(=O)c1ccc(N=Cc2ccc(Br)s2)cc1	1	1.1	-2	4	3	7	-9	17	-0.3	3	2
COc1cc(SC)ccc1C(=O)NCCCOC(C)C	-23	-0.9	-7	-2	-11	-33	-24	.	-0.2	-4	-6
CC(C)CNC(=O)CC(=O)N/N=C/c1ccc(F)cc1	-5	-1.0	-5	-8	17	11	-1	2	0.0	4	-3
O=C(CSc1nnc(NC(=O)c2cc(Br)ccc2Cl)s1)NCC1CCCO1 (stereo not given)	24	0.3	-6	-2	23	5	0	8	-0.4	14	3
CCOC(=O)C1=CCC2C(=O)N(Cc3ccccc3)C(=O)C12 (stereo not given)	-15	-0.2	-3	.	-7	4	.	25	0.1	.	-1
CC(C)Sc1cc(Cl)nc(NC(=O)Nc2ccccc2)n1	-187	-0.5	-3	4	-19	-67	-72	-1	0.0	-1	27
CC(C)(C)NC(=O)CN(Cc1cccs1)C(=O)CNS(=O)(=O)c1ccccc1	9	-2.4	-4	-2	8	8	-3	-6	-0.2	-2	-2
COc1ccc(Nc2ncc(F)c(N3CCOCC3)n2)cc1	-111	-1.9	-4	-1	-115	-69	-24	-5	-0.1	-3	-2
CN1CCN(C2=Nc3c(Cl)cc(Cl)c4cccc2c34)CC1	-13	-0.6	-10	-3	-53	-31	-9	26	0.1	-1	7
Cc1c(N2C(=O)C(=O)/C(=C(/O)c3ccc(Cl)cc3)C2c2ccccc2)c(=O)n(-c2ccccc2)n1C (stereo not given)	-7	0.4	-1	4	-6	9	3	8	0.3	5	-2
COc1ccc(-c2nnc(SCC(=O)NC3CC3)o2)c(OC)c1	-64	-0.2	-6	.	-44	-56	-10	-14	-0.1	-3	-1

The listing continues:
smiles	Peg3 promoter	hiPSC survival	CaV13 ICDI inh	NR2E3 ag-1	NR2E3 ag-2	HIF-2a inh	TRPM1 prom inh	Vif inh	aDG glyco act	PDI inh	Exocytosis inh
COc1cc2nc(CN(C)CC(=O)Nc3ccc(N4CCOCC4)cc3)[nH]c(=O)c2cc1OC	2	1.2	-4	.	-9	10	-7	3	-0.3	5	6
CCOc1ccc(S(=O)(=O)Nc2ncn[nH]2)cc1	5	-0.2	-6	-1	-22	3	2	24	-0.1	-5	1
CC(C)N1CCc2c(sc(NC(=O)CCS(=O)(=O)c3ccccc3)c2C(N)=O)C1	22	-0.4	.	3	-22	-5	1	-11	1.6	6	-1
CC(=O)Nc1ccc(C(=O)COC(=O)c2nc3nc(C)cc(C)n3n2)cc1	7	0.7	-14	1	-9	10	-3	8	0.0	-2	-2
COc1cccc(CNC(=O)Cn2cc3c(n2)CCCCC3)c1	-4	1.6	-2	3	-35	-6	-1	-1	-0.2	.	-2
O=C(O)c1ccccc1Sc1ccccc1S(=O)(=O)NC1CCCCC1	13	1.8	-5	1	-11	10	-5	.	-0.1	-5	0
CC(Nc1c([N+](=O)[O-])c(=O)oc2ccccc12)C(Cl)c1ccccc1 (stereo not given)	50*	-1.1	-5	5	-1	25	38	-2	-0.1	-5	-1
COc1ccc(NC(=O)CSc2nncn2C)c([N+](=O)[O-])c1	-1	-1.5	-7	1	-53	-25	5	0	-0.1	-1	-2
COc1ccccc1NC(=O)c1cc(S(=O)(=O)N2CCC3(CC2)OCCO3)ccc1F	6	2.7	-8	-2	-2	4	14	-8	-0.1	3	5
O=C1N/C(=C\c2ccc(O)cc2)C(=O)c2ccccc21	19	-0.1	.	16	-16	8	40	7	0.3	1	42
O=C(Cn1nnc(-c2cccs2)n1)NCCc1ccccc1	-27	-0.2	-2	-1	-20	-52	-3	-1	0.0	-3	2
O=C(NC(c1ccc(Cl)cc1)c1cnccn1)C1CCN(Cc2ccc(Oc3ccccc3)cc2)CC1 (stereo not given)	25	-0.6	-5	.	26	-10	.	-2	0.8	5	14
CCCN1CCN(C(=O)C2CCN(S(=O)(=O)c3ccc4c(c3)NC(=O)C(C)S4)CC2)CC1 (stereo not given)	-2	0.4	-3	0	-21	4	3	-1	-0.1	0	1
CCOc1cc(C2C(C#N)=C(N)OC(C)=C2C(C)=O)c(Br)c(Br)c1OC(C)C (stereo not given)	29	-0.2	.	1	-16	22	28	17	-0.3	6	3
